Assay outcomes from PubChem BioAssay.
L929 necroptosis: L929 zVAD cell death inhibition. L929 zVAD necroptosis rescue, ATP luminescence, 24 h; with zVAD 60 µM. viability rescue, % at 10 µM. hit rate 0.38% among 220,000. AID 1377;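 active = activation, scaled between plate controls, above about 75%, limit read from the data; inactive = activation under that limit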;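 note: 0% = zVAD with DMSO and 100% = DMSO alone without zVAD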
Runt-CBFb FRET: Runt domain-CBFb interaction inhibition; Cerulean-Runt/Venus-CBFb FRET ratio 530/480, 1 h; inhibition, % at 20 µM; hit rate 0.46% among 220,000; AID 1496;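 active = inhibition over about 50% at 20 µM in the single-dose screen, limit read from the data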;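 note: 0% = DMSO wells and 100% = excess unlabeled CBFb competitor control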
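test system = Cerulean-Runt domain fusion protein, energy donor | probe or stimulus = Venus-CBFb binding partner, 100 nM | incubation = two 1 h room-temperature incubations shielded from light | detection = fluorescence energy transfer, 422 nm excitation, 530/480 nm emission | measure = loss of energy transfer signal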
EBV gp42 block: blocks Epstein-Barr virus glycoprotein 42 binding. Fluorescence polarization binding assay, mP read-out. inhibition, % (tested at 21.74 µM). hit rate 0.42% among 220,000; in the data active = inhibition above about 50%
Target sequence (Q1HVG2 whole entry, looked up): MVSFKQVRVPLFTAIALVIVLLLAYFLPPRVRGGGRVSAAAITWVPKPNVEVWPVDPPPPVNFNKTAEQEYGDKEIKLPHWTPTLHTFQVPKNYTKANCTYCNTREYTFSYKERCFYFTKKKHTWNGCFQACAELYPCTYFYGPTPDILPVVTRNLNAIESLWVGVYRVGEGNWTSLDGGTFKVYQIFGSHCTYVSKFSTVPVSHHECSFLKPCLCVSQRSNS
MDM2 E3 inh: inhibitors of human Mdm2 E3 ubiquitin ligase. Q00987. cell-based MDM2 ubiquitination luciferase reporter, 2 h; 0 = plate control, 100 = twice control, blank-subtracted. signal enhancement, % at 5 µM. hit rate 0.11% among 210,000;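 active = signal enhancement of 30% or more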;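 note: luminescence tracks abundance of the self-degrading MDM2-luciferase fusion protein; higher signal means inhibition of MDM2 E3 ligase activity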
Target sequence (Q00987 whole entry, looked up, the tested form may be a part): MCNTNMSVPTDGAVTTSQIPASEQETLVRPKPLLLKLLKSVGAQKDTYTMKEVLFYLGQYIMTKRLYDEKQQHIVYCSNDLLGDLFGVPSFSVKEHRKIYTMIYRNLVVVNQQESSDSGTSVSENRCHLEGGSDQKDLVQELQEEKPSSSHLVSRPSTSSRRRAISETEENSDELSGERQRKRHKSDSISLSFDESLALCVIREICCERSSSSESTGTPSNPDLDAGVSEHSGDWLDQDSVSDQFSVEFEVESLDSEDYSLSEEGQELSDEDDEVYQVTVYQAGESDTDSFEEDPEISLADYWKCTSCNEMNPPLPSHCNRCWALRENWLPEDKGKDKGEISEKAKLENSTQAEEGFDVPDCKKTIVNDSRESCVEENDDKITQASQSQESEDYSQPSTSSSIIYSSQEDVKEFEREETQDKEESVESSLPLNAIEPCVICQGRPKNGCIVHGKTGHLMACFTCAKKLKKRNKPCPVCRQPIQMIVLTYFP
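Buffer or medium: Cells held in DMEM | Assay system: Stable mammalian line carrying autodegrading MDM2–luciferase fusion reporter | Quantity: 2000 cells/well | Times: 4 h settle plus 2 h compound, 37 °C | Doses: One concentration, 5 µM, with 0.2% DMSO | Technique: Luminescence with SteadyLite reagent, 15 min at room temperature | Benchmarks: Plate controls and plate blanks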
14-3-3 Bad inh: disrupts binding of bovine 14-3-3 zeta to phospho-Bad peptide; TR-FRET 14-3-3zeta/Dy647-pBad peptide displacement, 1 h; P63103; inhibition, % at 21.7 µM; hit rate 0.71% among 220,000; AID 781;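 active = inhibition above about 70%, limit read from the data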;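 note: 0% = full 14-3-3 plus peptide FRET controls and 100% = background without 14-3-3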
Target sequence (P63103 whole entry, looked up): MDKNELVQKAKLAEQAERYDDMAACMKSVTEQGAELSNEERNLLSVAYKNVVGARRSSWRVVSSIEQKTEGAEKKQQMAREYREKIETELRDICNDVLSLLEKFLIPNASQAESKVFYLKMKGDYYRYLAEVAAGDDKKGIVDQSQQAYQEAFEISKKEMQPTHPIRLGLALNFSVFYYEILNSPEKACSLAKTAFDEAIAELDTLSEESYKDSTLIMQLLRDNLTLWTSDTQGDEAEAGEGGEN
Hck-Nef inh: inhibitors of human Hck kinase activated by Nef; P08631; Recombinant Hck-YEEI plus Nef, Z-Lyte FRET kinase assay; inhibition, % at 20 µM; hit rate 0.68% among 220,000; AID 463187;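 active = Hck-Nef kinase inhibition above about 50%, limit read from the data; inactive = inhibition below that limit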;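 note: 0% = DMSO with Hck plus Nef and 100% = Hck alone without Nef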
NCF1 inh: blocks human p47phox regulatory protein of NADPH oxidases | hit rate 0.53% among 220,000 | P14598 | inhibition, % at 24.7 µM | p47phox/p22phox peptide binding, fluorescence polarization, 2 h | AID 1274;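 active = inhibition above about 30%, limit read from the data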;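 note: 0% = p47phox with labelled peptide and 100% = labelled peptide alone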
TbHK1 inh: blocks Trypanosoma brucei hexokinase 1 activity; hit rate 0.11% among 220,000; inhibition, % at 10 µM; recombinant TbHK1, G6PDH-coupled NADH A340;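 active = inhibition of 50% or more in the single-dose primary screen; inactive = inhibition below 50%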
Runt-SMMHC FRET: blocks binding of human RUNX1 Runt domain to CBFb-SMMHC; Q01196+Q13951; AID 1434; hit rate 0.74% among 220,000; inhibition, % at 20 µM; Cerulean-Runt/Venus-CBFb-SMMHC FRET ratio 530/480, 1 h;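 active = mean inhibition across duplicate retests at 20 µM reaching about 50%, limit read from the data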;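 note: 0% = DMSO wells and 100% = wells with excess untagged CBFb-SMMHC; inhibitors lower the FRET ratio by blocking Runt binding to CBFb-SMMHC; some results filed as inactive read as strong as hits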
* = called active by the depositor; . = not tested or not shown; [ ] = another dose, or the depositor's remark.

Below each SMILES – L929 necroptosis, Runt-CBFb FRET, EBV gp42 block, MDM2 E3 inh, 14-3-3 Bad inh, Hck-Nef inh, NCF1 inh, TbHK1 inh, Runt-SMMHC FRET
- CC1CN(C(=O)c2cnn3c(C(F)F)cc(-c4ccccc4)nc23)CC(C)O1 (centres undefined)
→ -0.5, 1, -11, -11, -7, -20, -12, -9, 1
- CC(C)CNc1nc(N)c([N+](=O)[O-])c(NCC2CCCO2)n1 (centres undefined)
→ 1.8, -3, -24, -6, 3, 4, -5, -36, 3
- O=C(Nc1ccc2c(c1)nc1n2CCOC1)C1CCCCC1
→ 1.6, 1, -14, -15, -6, 4, 5, -1, 0
- CCOc1ccc(N(CC(=O)NC2CCCC2)C(=O)CCCC(=O)Nc2ccccn2)cc1
→ 1.2, -2, -13, -16, -1[fluorescence artefact?], 0, -4, -2, 2
- CCN(CC)S(=O)(=O)c1ccc(NC(=O)c2ccccn2)cc1
→ 0.2, 0, -7, -38, 7, -4, -9, 0, 1
- CC(C)(C)NC(=O)C1Cc2ccccc2CN1S(=O)(=O)c1ccc(F)cc1 (centres undefined)
→ 1.7, 4, -1, -11, -12, 1, -2, 1, -2
- COc1ccccc1NC(=S)N1CCc2cc(OC)c(OC)cc2C1
→ 2.1, 4, -6, -10, -8, 4, -9, 3, 4
- Cc1cc(/C=N/NC(N)=O)c(C)n1C1CCCCC1
→ -0.7, -3, 2, -4, -12, 16, 5, -4, -2
- CC(C)(CO)NC(=O)CC1C(=O)NCCN1Cc1ccc(-c2ccccc2)cc1 (centres undefined)
→ -1.6, 0, -17, 9, -12, 21, -1, -12, -5
- C=CCOC(=O)C1CC=CCC1C(=O)Oc1ccc(F)cc1F (centres undefined)
→ 0.9, -1, -17, -6, 6, 3, 0, 40, -128
- CC1CCc2c(sc(NC(=O)Cn3nc(C(=O)O)c4ccccc4c3=O)c2C#N)C1 (centres undefined)
→ 1.6, -9, -7, -10, -3, 15, -12, -6, -4
- CC1(NC(=O)COc2ccccc2-c2ccccc2)CCS(=O)(=O)C1 (centres undefined)
→ 0.0, 1, -2, -11, -6, 5, -5, 4, -3
- CCS(=O)(=O)N1CCC(C(=O)N2CCN(c3ccccc3)CC2)CC1
→ 0.4, 0, -2, -4, 0, -2, -3, 0, 0
- CC(C)CCn1c(SCC#N)nc2c(sc3ccccc32)c1=O
→ -0.2, -1, -16, -5, 11[fluorescence artefact?], 0, -16, -14, -2
- CCn1c(SCC(=O)c2ccc(O)c(O)c2)nnc1-c1ccccc1OC
→ 1.0, 2, -8, -11, -18, -1, 70*, 47, 5
- COc1cccc2cc(C(=O)c3ccccc3)oc12
→ 2.6, 3, 2, -6, -7, 1, -6, -8, -7
- Cc1ccc(C(CCN)c2ccco2)cc1 (centres undefined)
→ 0.1, -1, -18, -7, 2, 6, -21, 8, 5
- Cc1nccc2[nH]c(=O)c(C(=O)NCCCN(C)C3CCCCC3)cc12
→ 1.2, 2, -1, -16, 10, -2, -8, -25, 1
- Cc1cnc(C(=O)OCC(=O)NCCCc2ccccc2)cn1
→ 1.5, 2, -9, -23, 5, 9, -3, 4, 1
- CC(C)CCN1CCN(Cc2nc(-c3ccccc3)cs2)CC1CCO (centres undefined)
→ 0.3, -1, -1, 1, 2, 8, -15, 3, -1
- O=C(Nc1nccs1)C1CCCN1S(=O)(=O)c1ccc(Cl)cc1 (centres undefined)
→ 0.2, 0, -10, -1, -8, 4, -5, 1, -2
- O=S(=O)(NCCc1ccccn1)c1ccc(-c2ccccn2)s1
→ -0.4, 1, -11, -7, 3, 12, 1, -8, -4
- COc1ccc(C(=O)N2CC(=O)Nc3ccccc32)cc1S(=O)(=O)N1CCOCC1
→ 0.3, -3, -2, -15, 0, 18, -14, -7, 1
- Cc1ccc(N(CC(=O)NC(C)(C)C)C(=O)CS(=O)CC(=O)Nc2ccc3c(c2)OCO3)cc1 (centres undefined)
→ -0.6, -1, -6, 2, -1, 24, 6, -8, -1
- Cc1ccc(S(=O)(=O)Nc2c(C)n(C)n(-c3ccccc3)c2=O)cc1C(=O)OC(C)C(=O)N(C)c1ccccc1 (centres undefined)
→ -1.4, -4, -6, 13, 5, 12, -1, 5, 3
- Cc1ccsc1/C=N/n1cnc2sc(C)c(C)c2c1=O
→ 1.7, 1, -2, -3, -4[fluorescence artefact?], 2, -7, -10, -1
- COc1cc(C(=O)NC2CCN(Cc3nnnn3Cc3ccc(F)cc3)CC2)cc(OC)c1OC
→ -1.1, 1, -23, 1, -12, 17, -14, -4, -10
- Cc1ccc(Sc2cnc(N)nc2C)cc1
→ 1.9, 1, 10, -6, -7, 18, 0, -1, -2
- O=C(CSc1ccccn1)Nc1ccc(NC(=O)CSc2ccccn2)cc1
→ 0.4, -2, -11, -5, -7, 18, 1, -2, -1
- Nc1nc2c(nc(SCc3ccccc3Br)n2C2OC(CO)C(O)C2O)c(=O)[nH]1 (centres undefined)
→ 3.9, 0, 0, 14, -13, 21, -7, -1, -6
- Fc1ccc(N/N=C2/CCSc3sccc32)c(F)c1
→ 0.3, 1, -13, 4, -6, 2, -5, -8, -1
- O=c1c2cccnc2n(-c2ccccc2)n1Cc1c(Cl)cccc1Cl
→ 0.0, 2, -15, -2, -5, 17, -8, -8, 0
- CCOC(=O)c1c(C)[nH]c(-c2csc(N)n2)c1C
→ 2.2, 5, 11, -14, 17, 22, -11, 0, -5
- COc1cccc(/C=C/C(=O)OCC(=O)Nc2ccc(Cl)cn2)c1
→ -0.3, 1, -18, -12, -4, 23, -9, -2, 1
- O=c1c2ccccc2nc2n1CC/C2=C\c1ccccc1[N+](=O)[O-]
→ 0.9, -2, 66*, 3, -11, -1, -7, -8, -1
- O=C(Nc1ccc(Cl)cc1)Nc1nnc(CSCc2ccccc2Cl)s1
→ 4.6, 4, -21, -49, 3, 3, -17, 12, 11
- O=C(O)c1ccc(N/N=C/c2ccc(-c3ccccc3)cc2)cc1
→ -0.5, 3, 4, -26, 15, 33, -10, -18, 11
- C=CCNC(=O)/C(C#N)=C/c1c(C)nn(-c2ccc(Cl)cc2)c1Cl
→ 2.4, -2, -8, -4, 2, 0, -8, -10, -1
- O=C(O)C(Cc1c[nH]c2ccccc12)NS(=O)(=O)c1cccc2nsnc12 (centres undefined)
→ 0.6, 5, 1, -3, -9[fluorescence artefact?], 3, -7, 1, 0
- O=C(O)C(Cc1c[nH]c2ccccc12)NS(=O)(=O)c1ccc2ccccc2c1 (centres undefined)
→ 0.2, -2, -7, -13, -5, 3, -22, -6, -3
- COC(=O)C(NNc1ccccc1)(NC(=O)c1cccc(F)c1)C(F)(F)F (centres undefined)
→ -0.7, 2, -1, -5, -6, 5, -4, -5, -10
- Cc1c(S(=O)(=O)c2ccccn2)c(N)n(Cc2cccc(Cl)c2)c1C
→ 0.6, 3, 9, -8, 8, 13, -34, -7, -1
- CCCCn1c(=O)c(-[n+]2ccccc2)c([O-])c2ccccc21
→ -0.7, 21, -11, -10, -13, 1, -2, -13, 22
- C=CCNC(=S)/N=c1/scc(C)n1C
→ ., -3, 3, -6, -6[fluorescence artefact?], 1, -8, -30, 2
- CCOC(=O)C1C(=O)C=C(c2ccc(NS(C)(=O)=O)cc2)CC1c1ccco1 (centres undefined)
→ 0.4, 79*, -22, -19, 16, -3, -10, -23, -20
- CC(C)c1ccc(NC(=S)NCCc2c[nH]c3ccccc23)cc1
→ 0.5, -1, 2, -6, 1, 1, -10, -1, -2
- O=C1Nc2ccccc2N(O)N1c1cc(-c2ccccc2Cl)no1
→ -0.2, 0, -3, -13, 0, 1, -11, -2, -3
- CC(=O)N(C)C1=C(O)c2ccccc2C(=O)C1=O
→ 1.6, -3, -5, -18, 70*, 0, 5, -1, -6
- CCn1cc(/C=N\NC(=O)c2ccc3c(c2)c(C)c(C)n3Cc2ccccc2)c(C)n1
→ 0.1, 0, -9, -12, 10, 6, -9, -36, 1
- O=C(Nc1cccc2nsnc12)c1cccnc1
→ 0.1, 0, -25, 2, 1, 3, 3, 22, -8
- O=c1[nH]c(=O)n([C@H]2C[C@H](O)[C@@H](CO)O2)cc1C(F)(F)F
→ -1.4, 0, 0, ., 1, -5, -4, -3, 2
- NC(=S)NNC(=O)c1cccc(Br)c1
→ 0.5, 1, -1, -5, -5, 21, -1, -2, 3
- Cc1cccc(OCc2n[nH]c(=S)n2C2CCCCC2)c1
→ ., 8, -8, 1, -18, -15, -1, 7, 12
- CCCC(NC(=O)c1ccccc1)c1nc2ccccc2n1Cc1ccc(C(=O)OC)o1 (centres undefined)
→ -0.2, 1, 11, -8, 8, -1, -3, 0, -3
- CCOC(=O)C1(CCc2ccccc2)CCN(C(=O)Cc2nonc2C)CC1
→ -0.9, -3, 4, -32, 6, 10, 2, 2, 3
- Cc1ccc(NC2c3ncccc3C(=O)N2Cc2ccc(F)cc2)cc1 (centres undefined)
→ -0.2, -4, -8, -12, 57, 2, -9, 14, 2
- O=c1c2oc3ccccc3c2[nH]c(=S)n1-c1ccccc1
→ 1.2, 16, -15, -7, 9, 2, -49, -12, 4
- CCCNC(=S)Nc1ccc(S(N)(=O)=O)cc1
→ 0.7, 1, -12, -13, -4, 4, 11, -5, 4
- CCCCCCN(C(=O)CCCCCN1C(=O)NC(c2ccc(-c3ccccc3)cc2)C(C(=O)OCc2ccccc2)=C1C)C(C(=O)NCCCC)c1ccccn1 (centres undefined)
→ 0.4, -8, -27, 6, -1, 24, -11, -12, -9
- O=C(NC1CCCCC1)C1CCN(S(=O)(=O)c2cccc3cccnc23)CC1
→ 1.2, 4, -20, -12, -3, 22, -11, 0, -2

Following part.
Below each SMILES – L929 necroptosis, Runt-CBFb FRET, EBV gp42 block, MDM2 E3 inh, 14-3-3 Bad inh, Hck-Nef inh, NCF1 inh, TbHK1 inh, Runt-SMMHC FRET
- CN(CC(=O)Nn1cnnc1)S(=O)(=O)c1cc(Cl)ccc1Cl
→ -0.8, -1, -9, 1, 3, 7, 0, 2, -1
- COc1ccc(CNC(=O)c2csc(Cc3ccccc3)n2)cc1
→ 0.0, -2, -9, 8, 5, 2, 0, -5, 2
- O=C(OC(C(=O)NCC1CCCO1)c1ccccc1F)c1ccco1 (centres undefined)
→ 0.1, 0, -10, 4, 2, 3, -8, -1, -5
- O=C(O)CCN(CCC(=O)O)S(=O)(=O)c1ccccc1
→ 0.0, 4, -23, 2, -15[fluorescence artefact?], 2, -10, 5, 0
- COC(=O)COc1nc(C)c(Br)c(OC)n1
→ 0.1, 1, -4, -11, 4, 7, 0, 7, -1
- O=C(C1CCN(C2CCN(Cc3ccc4c(c3)CCO4)CC2)CC1)N1CCOCC1
→ -0.1, 0, -12, -8, -2, -3, -22, -10, -2
- Cc1ccccc1C(=O)NNC(=O)c1cccc([N+](=O)[O-])c1
→ 1.3, -2, -20, -19, -5, 22, 7, -8, -2
- Cc1cc(OC(=O)c2c(Cl)cccc2Cl)nc(C)n1
→ 0.6, 1, -4, -6, -17, -1, 3, 4, 0

Quoted from the listing.
`Cc1cc(OC(=O)c2c(Cl)cccc2Cl)nc(C)n1` – 14-3-3 Bad inh = -17
`CN(CC(=O)Nn1cnnc1)S(=O)(=O)c1cc(Cl)ccc1Cl` – MDM2 E3 inh = 1
`COC(=O)COc1nc(C)c(Br)c(OC)n1` – Runt-SMMHC FRET = -1
